Screening results: PubChem BioAssay, Southern Research Specialized Biocontainment Screening Center
influenza NS1A – H1N1 influenza NS1A inhibitors, functional cell based assay (AID 504329); NS1A functional cell-based assay, percent inhibition; higher % means a stronger effect; inhibition, % at 12.5 µM; hits with a dose series show IC50 in µM; 340,000 tested, 0.3% active; in the data active = a potency from the dose series; inconclusive = inhibition above about 27% without an active follow-up result; note: strong numbers were not always called active
Salmonella PhoP GFP – PhoP regulon inhibitors, Salmonella typhi PhoP promoter GFP reporter, confirmatory (AID 1850); 310,000 tested, 0.33% active; Salmonella Typhi PhoP-promoter GFP reporter, fluorescence, 4 h; higher % means a stronger effect; one-dose inhibition, % at 50 µM; IC50 in µM for titrated hits; in the data active = a potency from the dose series; inconclusive = inhibition mostly from about 25% at the one dose, without a potency; inactive = the rest, 99 in 100 with inhibition below about 19%;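 note: 0% = induced wells with vehicle and 100% = uninduced wells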
H37Rv inhibition – M. tuberculosis growth inhibition, HTS (AID 449762); 330,000 tested, 0.59% active; M. tuberculosis H37Rv growth inhibition, 7H9 media; higher % means a stronger effect; one-dose inhibition, % at 25 µM; IC50 in µM for titrated hits; in the data active = a potency from the dose series; inconclusive = inhibition above about 70% without an active follow-up result;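 note: bacterial growth assessed after seven days of incubation; strong numbers were not always called active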
VEEV TC-83 Vero – inhibitors of VEEV TC-83 cytopathic effect, confirmation, Vero cells (AID 588727); Vero cells, VEEV TC-83 cytopathic effect inhibition; higher % means a stronger effect; inhibition, % at 20 µM; hits with a dose series show IC50 in µM; 350,000 tested, 0.13% active; in the data active = a potency from the dose series; inconclusive = inhibition mostly from about 14% at the one dose, without a potency; inactive = the rest, 99 in 100 with inhibition below about 12%; note: strong numbers were not always called active
tuberculosis growth – growth inhibition of non-replicating M. tuberculosis (AID 488890) | Mycobacterium tuberculosis non-replicating, growth inhibition; higher % means a stronger effect | inhibition, % at 25 µM; hits with a dose series show IC50 in µM | 320,000 tested, 0.39% active; in the data active = a potency from the dose series; inconclusive = inhibition mostly from about 82% at the one dose, without a potency; inactive = the rest, 99 in 100 with inhibition below about 76%;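 note: plate controls were DMSO cells for no effect and high antibiotic wells for full effect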
VEEV TC-83 Vero 10K pilot screen – second read-out of VEEV TC-83 Vero, no call of its own (marks repeat the call); inhibition, %; measured here: 10K pilot screen inhibition
* = called active by the depositor; i = inactive; u = inconclusive; x = not tested or not shown.

SMILES	influenza NS1A	Salmonella PhoP GFP	H37Rv inhibition	VEEV TC-83 Vero	tuberculosis growth	others
CC(C)(C)C(=O)N1N=C(c2cccc(NS(C)(=O)=O)c2)CC1c1cccs1 (configuration not stated)	-9%	-7%	8%	8.1%	21%
Cc1ccc(-c2c(C(=O)N/N=C/c3ccsc3)nnn2-c2nonc2N)cc1	0%	-9%	2%	0.6%	17%
Cc1ccnc(NS(=O)(=O)c2ccc(NC(=O)c3ccccc3F)cc2)n1	-3%	-3%	0%	3.7%	20%
O=C(NNS(=O)(=O)c1ccc(F)cc1)C1CCCCC1	5%	3%	-6%	0.2%	-14%
Cc1ccc(NC(=O)c2ccc(C)c(NC3=NC4CS(=O)(=O)CC4S3)c2)cc1C (configuration not stated)	-2%	6%	-5%	0.9%	-14%
C=CCOc1ccc(/C(O)=C2/C(=O)C(=O)N(CCCn3ccnc3)C2c2cccs2)cc1 (configuration not stated)	6%	-6%	-4%	1.4%	-8%
Nc1ccc(S(=O)(=O)NCC(=O)OCCOc2ccccc2)cc1[N+](=O)[O-]	-8%	-1%	-2%	0.7%	6%
Cc1[nH]c2ccccc2c1/C=N/NC(=O)c1cccc([N+](=O)[O-])c1	x	-9%	3%	i	-1%
CC1CCN(S(=O)(=O)c2ccc(C(=O)N(C)C3CCS(=O)(=O)C3)cc2)CC1 (configuration not stated)	-2%	3%	-7%	2.5%	-8%
CC(C(=O)OCC(=O)Nc1ncc(Cl)cc1Cl)N1C(=O)c2ccccc2C1=O (configuration not stated)	14%	5%	-7%	1.2%	8%
Cc1ccc(C2(C(F)(F)F)N=C3Sc4cc(C)cc(C)c4N3C(=O)N2)cc1 (configuration not stated)	-1%	2%	3%	2.5%	7%
CCc1ccc(N2C(=O)NC(=O)/C(=C\c3cc(C)n(-c4cc(C(=O)O)cc(C(=O)O)c4)c3C)C2=O)cc1	5%	-16%	4%	0.2%	-3%
CCCOc1ccc(C2/C(=C(/O)c3ccc(F)cc3)C(=O)C(=O)N2CCCN(C)C)cc1 (configuration not stated)	7%	-15%	-6%	i	-16%
CC(=O)N1c2ccc(S(=O)(=O)NCCC(=O)NCc3ccc(F)cc3)cc2CC1C (configuration not stated)	-9%	0%	-1%	0.1%	-20%
Cc1onc(-c2ccccc2Cl)c1C(=O)NNC(=O)c1cccc(F)c1	9%	6%	-13%	0.5%	1%
CCN1CCN(CCn2c(=S)[nH]c3cc4c(cc3c2=O)OCO4)CC1	5%	16%	-10%	2.8%	-3%
CCOc1ccc(CN2C(=O)c3ccccc3C2C(=O)NC(C)CC)cc1OC (configuration not stated)	1%	-3%	2%	i	7%
CN1/C(=C\C(=O)c2ccco2)C(C)(C)c2ccccc21	2%	4%	1%	i	57%
CCC(CC)NC(=O)CON=C1c2ccccc2-c2ccccc21	3%	-6%	16%	i	12%
Cn1c(=O)c2c(nc(NN=C3CCCCC3)n2C)n(C)c1=O	9%	9%	-7%	0.4%	-17%	VEEV TC-83 Vero 10K pilot screen=1.4
O=C(COC(=O)c1cc([N+](=O)[O-])ccc1N1CCCC1)Nc1ccccc1OC(F)F	1%	x	x	7.4%	x
CC(C)Sc1nc2sccc2c(=O)n1-c1ccccc1	7%	7%	22%	2.6%	21%
O=C(O)/C=C/C(=O)N1Cc2cc3ccccc3nc2C1	-15%	-3%	4%	0.5%	-1%
O=C(N/N=C(\CC(=O)c1cccs1)C(F)(F)F)c1cccnc1	10%	12%	-1%	i	-12%
COCCOC(=O)c1[nH]c2c(c1C)C(=O)CC(c1ccco1)C2 (configuration not stated)	-1%	0%	-9%	6.9%	10%
Cc1ccc(NC2CCCN(C(=O)CCc3scnc3C)C2)cc1C (configuration not stated)	-3%	2%	-1%	3.6%	22%
Cc1oc(-c2cccc(Cl)c2)nc1CN1CCCC(C(=O)NCCCN2CCOCC2)C1 (configuration not stated)	-4%	-9%	-19%	i	9%
Cc1ccccc1CS(=O)(=O)c1cnc2ccccc2n1	7%	0%	2%	3.1%	27%
COC(=O)C1=C(c2ccc(C(C)=O)cc2)C[C@@H]2CC[C@H]1N2C(=O)NC1CCCCC1	-2%	x	-4%	1.0%	-6%
NC(=O)c1ccsc1NC(=O)c1ccc(N2CCCC2=O)cc1	-11%	0%	3%	1.6%	-3%

For convenience, five of the compounds above:
SMILES	influenza NS1A	Salmonella PhoP GFP	H37Rv inhibition	VEEV TC-83 Vero	tuberculosis growth	others
CCN1CCN(CCn2c(=S)[nH]c3cc4c(cc3c2=O)OCO4)CC1	5%	16%	-10%	2.8%	-3%
CCOc1ccc(CN2C(=O)c3ccccc3C2C(=O)NC(C)CC)cc1OC (configuration not stated)	1%	-3%	2%	i	7%
CN1/C(=C\C(=O)c2ccco2)C(C)(C)c2ccccc21	2%	4%	1%	i	57%
CCC(CC)NC(=O)CON=C1c2ccccc2-c2ccccc21	3%	-6%	16%	i	12%
Cn1c(=O)c2c(nc(NN=C3CCCCC3)n2C)n(C)c1=O	9%	9%	-7%	0.4%	-17%	VEEV TC-83 Vero 10K pilot screen=1.4

Going on with the list:
SMILES	influenza NS1A	Salmonella PhoP GFP	H37Rv inhibition	VEEV TC-83 Vero	tuberculosis growth	others
CCCCC(=O)Nc1ccc(NC(=O)CCCC)nc1	5%	11%	-7%	1.0%	-6%
CCc1ccc(Oc2nnnn2-c2ccc(C(N)=O)cc2)cc1	-2%	-7%	-1%	1.1%	18%
O=C(CCNC(=O)c1ccc([N+](=O)[O-])cc1)Nc1ccc(F)c(F)c1F	10%	9%	-5%	0.1%	60%
COc1ccccc1-c1n[nH]c(=S)n1N	-2%	-11%	7%	0.3%	-4%
O=c1c2ccccc2nc(-c2ccccc2F)n1-c1ccccc1	-5%	1%	-6%	0.1%	-10%
CCc1ccc(/C(C)=N/NC(=O)c2c[nH]c3ccccc23)s1	15%	0%	2%	5.6%	0%
O=C(CSc1nnc(NC(=O)c2ccco2)s1)Nc1ccc(F)cc1	-11%	-5%	-9%	0.0%	16%
O=C(NCc1ccco1)C1CCN(C(=O)Cc2ccccc2)CC1	-1%	-1%	-2%	0.8%	2%
CC(C)(C)c1ccc(C(=O)NNC(=S)NC(=O)c2cccnc2)cc1	0%	8%	u	54%	u
CCN1/C(=C/c2cccc[n+]2C)Sc2ccc(OC)cc21	0%	-11%	-5%	1.8%	51%
O=C(Nc1cccc(F)c1)/C(=C/c1ccco1)NC(=O)c1ccco1	20%	-8%	-6%	7.2%	14%
O=C(COc1ccccc1)N=C1SC2CS(=O)(=O)CC2N1CCc1ccccc1 (configuration not stated)	1%	3%	6%	1.4%	6%
CC1=C(C)CC(C(=O)NCc2ccccn2)C(C(=O)O)C1 (configuration not stated)	-12%	9%	-3%	i	-6%
CC12CCC(C(=O)N(CCCN3CCN(Cc4ccccc4)CC3)C1=O)C2(C)C (configuration not stated)	-2%	0%	2%	1.7%	17%
CCOC(=O)CSc1nc2ccc(Nc3nc(N4CCOCC4)nc(N4CCOCC4)n3)cc2s1	-4%	-3%	u	1.7%	u
O=C(O)c1[nH]c2ccccc2c1NS(=O)(=O)c1ccc(F)cc1	3%	-12%	-7%	1.1%	3%
COc1cc(C(=O)Nc2nnc(C)s2)cc(OC)c1OC	21%	0%	-2%	4.9%	-18%	VEEV TC-83 Vero 10K pilot screen=2.7
Cc1cc(NC(=O)CCC(=O)N(c2ccccc2)C(C(=O)NC2CCCC2)c2ccccc2F)no1 (configuration not stated)	5%	3%	-2%	2.2%	28%
CC(C)(C)S(=O)(=O)N1Cc2cc(=O)n(Cc3ccccc3)c(CCO)c2[C@H]1CCO	2%	x	x	0.3%	x
COc1ccc(N2CCCCn3c2nc2c3c(=O)n(C)c(=O)n2C)cc1	-8%	-2%	6%	2.7%	-2%
O=C(NCCO)/C(=C\c1ccc([N+](=O)[O-])o1)NC(=O)c1ccccc1	4%	7%	59%	i	31%
CSc1cc(C)nc(N(C)C(C)=O)n1	-10%	-11%	0%	2.5%	8%
CC12COC3(C(=O)Nc4ccc(F)cc4)CC1CCC32C (configuration not stated)	-13%	-4%	-2%	0.5%	4%
Cc1ccc(NC(=O)c2ccc(CN3CC(=O)N4CCCCC4C3=O)cc2)c(C)c1 (configuration not stated)	-1%	2%	9%	0.8%	33%	VEEV TC-83 Vero 10K pilot screen=1.6
O=C(Cn1nc(-c2ccc(Cl)cc2)c2ccccc2c1=O)NN1CCOCC1	x	3%	0%	0.9%	3%
CC/C(=N\NC(=O)c1c(-c2ccccc2)noc1C)c1ccc(C)o1	-7%	-6%	6%	i	3%
O=C(c1ccccc1)N1CCN(Cc2cccc(Oc3ccccc3)c2)CC1	11%	-1%	2%	i	38%	VEEV TC-83 Vero 10K pilot screen=0.9
O=C(CCC1CCCC1)N1CCN(C(=O)C2CC2)CC1	-2%	-2%	-8%	i	51%
CN(C)C(=O)c1ccc(NC(=O)COC(=O)c2cc3c(s2)CCCCC3)cc1	-12%	x	46µM*	1.7%	-11%
COc1cc2c(cc1OC)CN(c1ccc([N+](=O)[O-])cc1Cl)CC2	8%	-9%	23%	3.4%	76%
Cc1onc(-c2ccccc2Cl)c1C(=O)Nc1ccccc1O	6%	-16%	4%	i	x
CC(C)(C)C(=O)N1c2ccccc2CCc2ccccc21	20%	-6%	4%	4.7%	25%
CN(Cc1ccccc1)C(=O)c1cccc(NC(=O)Cc2ccc(NC(=O)C3CCCN(C(=O)CCc4ccccc4)C3)cc2)c1 (configuration not stated)	-10%	x	x	i	x
CCn1c(-c2cc(OC)ccc2OC)csc1=Nc1c(C)n(C)n(-c2ccccc2)c1=O	-4%	1%	-4%	1.1%	8%
Cc1ccc(-n2c(=O)c3sccc3n(CC(=O)NCc3ccco3)c2=O)cc1F	7%	-6%	-3%	0.5%	-10%
O=c1cc[nH]c2ccc(OC(F)(F)F)cc12	4%	-16%	3%	i	-3%
O=C(Nc1ccc(S(=O)(=O)N2CCOCC2)cc1)c1ccc2c(c1)OCO2	17%	22%	-5%	0.4%	6%
CC(=O)Nc1ccc(S(=O)(=O)Nc2ccc(F)c([N+](=O)[O-])c2)cc1	-5%	2%	6%	1.1%	3%
CCc1nn(CC(=O)N2CC(C)CC(C)C2)c(=O)c2cccn12 (configuration not stated)	-2%	0%	-5%	1.5%	-6%
CCn1c(SCC(=O)Nc2ccc(C(C)=O)cc2)nc2nc3c(cc2c1=O)COC(C)(C)C3	-22%	-15%	10%	6.5%	7%
Cc1cccc(NC(=O)NCc2ccc3c(c2)OCO3)c1	-5%	-5%	-16%	i	-2%
CC(=O)Nc1ccc(NC(=O)C(C)OC(=O)c2ccc(OCc3c(C)noc3C)cc2)cc1 (configuration not stated)	-4%	-4%	5%	i	15%
O=S(=O)(c1ccccc1)N1CC=C(c2ccccc2)CC1	-4%	5%	0%	1.6%	12%
CC1CC(=O)N(CC(=O)NCc2ccco2)c2ccccc2S1 (configuration not stated)	7%	-5%	-1%	i	9%
O=C(COc1cccc2ccccc12)N/N=C/c1ccccc1OCc1ccc(C(=O)O)cc1	6%	-9%	12%	2.9%	8%

Fetched one by one from above:
SMILES	influenza NS1A	Salmonella PhoP GFP	H37Rv inhibition	VEEV TC-83 Vero	tuberculosis growth	others
Cc1cccc(NC(=O)NCc2ccc3c(c2)OCO3)c1	-5%	-5%	-16%	i	-2%
O=C(Nc1ccc(S(=O)(=O)N2CCOCC2)cc1)c1ccc2c(c1)OCO2	17%	22%	-5%	0.4%	6%
CC(=O)Nc1ccc(NC(=O)C(C)OC(=O)c2ccc(OCc3c(C)noc3C)cc2)cc1 (configuration not stated)	-4%	-4%	5%	i	15%

The results go on:
SMILES	influenza NS1A	Salmonella PhoP GFP	H37Rv inhibition	VEEV TC-83 Vero	tuberculosis growth	others
Cc1cc(C)c(S(C)(=O)=O)c(N(C)N)n1	-4%	5%	-7%	0.8%	-15%
N#C/C(=C\c1ccc(OCC(N)=O)cc1)S(=O)(=O)c1ccccc1	-10%	-6%	-5%	0.7%	5%
CCOC(=O)C1=NN(C(=O)c2ccc(OC)cc2)C(O)(c2ccc(Cl)cc2)C1 (configuration not stated)	-2%	-5%	11%	81%	74%
COc1ccc(CC(=O)c2ccc(O)cc2O)cc1OC	-4%	4%	-10%	2.6%	-18%
O=C(/C=C/c1ccccc1Cl)N(Cc1ccc(Cl)cc1)C1CCS(=O)(=O)C1 (configuration not stated)	-5%	-3%	-6%	5.7%	8%
N#CCCNC(=O)Cn1c(COc2ccc(Cl)cc2)nc2ccccc21	-5%	-7%	-4%	i	-9%
COc1ccc(C(=O)Nc2ccccc2C(=O)N/N=C/c2cccc3ccccc23)cc1	5%	2%	2%	1.6%	6%
COc1ccc(C(=O)Nc2c(-c3cccs3)c(=O)c3ccccc3n2C)cc1	2%	8%	7%	4.1%	-24%
